HKDC1 inhibitor: blocks human hexokinase HKDC1 activity; AID 493160; inhibition, % at 20 µM; 340,000 compounds, 0.16% hits; Q2TB90; recombinant HKDC1, G6PDH/diaphorase resazurin coupled fluorescence;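 active = inhibition above about 35% when tested at 20 µM, limit read from the data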;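 note: plate controls were DMSO wells with enzyme for no effect and DMSO wells lacking enzyme for full effect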
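Material: recombinant HKDC1 hexokinase; Amount: HKDC1 at 5 µg/mL; Medium: Tris pH 8.0 buffer with MgCl2, Tween-20, BSA, BME; Schedule: 90 min reaction incubation at room temperature, dark; Technique: coupled resazurin fluorescence, excitation 525 nm, emission 613 nm.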
SENP7 block: SENP7 protease inhibition. Q9BQF6. inhibition, % at 5 µM. recombinant SENP7, Z-RLRGG-aminoluciferin luminescence, 40 min. 330,000 compounds, 1.5% hits;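 active = inhibition above about 50% at the single test dose, limit read from the data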;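 note: plate controls were DMSO with enzyme for no effect and no enzyme buffer wells for full effect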
Target sequence (Q9BQF6 706-1050 limits assumed): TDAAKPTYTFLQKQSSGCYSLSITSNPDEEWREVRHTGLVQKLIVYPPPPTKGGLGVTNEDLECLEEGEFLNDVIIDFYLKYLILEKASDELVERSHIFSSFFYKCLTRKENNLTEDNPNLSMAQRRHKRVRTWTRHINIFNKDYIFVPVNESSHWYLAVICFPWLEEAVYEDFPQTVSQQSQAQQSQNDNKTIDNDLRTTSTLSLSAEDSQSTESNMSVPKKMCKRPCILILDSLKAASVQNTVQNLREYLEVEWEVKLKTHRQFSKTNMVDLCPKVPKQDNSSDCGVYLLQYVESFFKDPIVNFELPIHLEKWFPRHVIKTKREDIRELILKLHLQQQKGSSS
PfG6PD inh: PfG6PD (Plasmodium falciparum) enzyme inhibition. PfGluPho enzyme, NADPH resazurin-diaphorase fluorescence. inhibition, % at 20 µM. 350,000 compounds, 0.78% hits. AID 504690;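 active = inhibition reaching at least a set limit at 20 µM in the primary screen, cut at about 59% in these data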;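 note: 0% = DMSO wells with substrate and 100% = DMSO wells lacking glucose-6-phosphate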
SENP8 block-1: blocks human SENP8 cleavage of Nedd8 substrate | Q96LD8 | 360,000 compounds, 0.64% hits | inhibition, % at 20 µM | AID 602440 | recombinant SENP8, Nedd8 substrate fluorescence; in the data active = inhibition mostly above about 40%, no sharp cut-off; inactive = mostly below about 27%
SENP6 block: inhibitors of human SENP6 protease. Q9GZR1. Recombinant SENP6 catalytic domain, aminoluciferin luminescence. inhibition, % at 10 µM. 330,000 compounds, 1.8% hits. AID 2599;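 active = inhibition above about 50% at the single tested dose, limit read from the data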;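 note: plate controls were DMSO wells with enzyme for no effect and DMSO wells lacking enzyme for full effect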
Target sequence (Q9GZR1 628-1112 limits assumed): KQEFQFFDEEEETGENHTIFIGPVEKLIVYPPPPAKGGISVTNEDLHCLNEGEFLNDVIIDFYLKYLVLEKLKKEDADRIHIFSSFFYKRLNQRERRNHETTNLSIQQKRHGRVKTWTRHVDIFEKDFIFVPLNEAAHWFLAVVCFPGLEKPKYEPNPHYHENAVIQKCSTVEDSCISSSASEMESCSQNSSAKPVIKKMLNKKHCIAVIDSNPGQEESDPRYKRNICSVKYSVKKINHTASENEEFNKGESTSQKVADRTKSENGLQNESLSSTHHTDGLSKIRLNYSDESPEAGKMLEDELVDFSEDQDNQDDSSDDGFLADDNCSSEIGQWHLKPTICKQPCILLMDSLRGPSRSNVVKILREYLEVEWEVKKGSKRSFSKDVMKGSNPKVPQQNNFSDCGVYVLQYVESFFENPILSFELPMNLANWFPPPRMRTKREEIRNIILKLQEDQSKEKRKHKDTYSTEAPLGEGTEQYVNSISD
MIN6 prolif: MIN6 beta-cell proliferation induction; MIN6 cells proliferation, ATPlite luminescence, 48 h; cells starved in 0.2% serum; 100% = growth in 10% serum; 330,000 compounds, 0.29% hits; proliferation, % at 10 µM;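 active = compounds whose signal lies at least 3.5 SD above the mean of all wells on their plate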;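 note: 0% = DMSO-treated cells in low-serum medium and 100% = 10% serum control; some compounds called inactive have numbers as strong as hits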
SENP8 block-2: blocks the human protease SENP8; AID 2540; purified SENP8, Z-RLRGG-aminoluciferin cleavage, luminescence; 330,000 compounds, 1.2% hits; inhibition, % at 10 µM; Q96LD8; in the data active = inhibition above about 50%
UBC13 inh: human UBC13 polyubiquitination inhibition; P61088; UBC13 polyubiquitin chain formation, TR-FRET; inhibition, % at 20 µM; 330,000 compounds, 0.47% hits; AID 485273; in the data active = inhibition above about 45%, passing the limit was not always enough
Target sequence (P61088 whole entry, looked up): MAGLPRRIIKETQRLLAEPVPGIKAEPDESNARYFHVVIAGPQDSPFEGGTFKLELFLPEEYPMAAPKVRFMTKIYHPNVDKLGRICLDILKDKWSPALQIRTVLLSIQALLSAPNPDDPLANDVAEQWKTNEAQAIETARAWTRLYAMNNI
SENP1 FRET inh: SENP1 (human) catalytic domain inhibition; Q9P0U3; recombinant SENP1 catalytic domain, CyPet-SUMO1-YPet FRET cleavage; inhibition, % at 10 µM; 360,000 compounds, 0.21% hits; AID 624204;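 active = inhibition at least 30% at 10 µM, raw YFP signal under a set limit, fluorescence ratio 0.5 to 1.5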;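 note: 0% = enzyme with DMSO and 100% = no enzyme wells; some results filed as inactive read as strong as hits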
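Test system: hSENP1 catalytic domain, recombinant; Amount: 20 pM final SENP1 enzyme; Medium: Tris pH 8 buffer plus EDTA, NaCl, BME, BSA, NP40, catalase; Schedule: 50 min enzyme reaction, room temperature, light-protected; Technique: FRET fluorescence in CFP and YFP emission channels; Controls: no-enzyme wells low, DMSO-plus-enzyme wells high control.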
* = called active by the depositor; x = not tested or not shown. Not a hit list (roughly 4% active in at least one column).

nr	SMILES	SENP6 block	SENP1 FRET inh	UBC13 inh	HKDC1 inhibitor	SENP7 block	SENP8 block-2	PfG6PD inh	MIN6 prolif	SENP8 block-1
1	O=C(COC(=O)C1(c2ccccc2F)CCCC1)N1CCc2ccccc21	7	0	10	8	2	-1	3	0	2
2	CC1Sc2ccc(S(=O)(=O)CCC(=O)NCc3ccccc3Cl)cc2NC1=O (stereo not drawn)	-10	-1	4	-2	-4	10	7	4	14
3	c1cncc(CNc2nc(N3CCOCC3)nc(N3CCOCC3)n2)c1	0	-2	6	4	-3	-3	-9	0	1
4	O=C(COC(=O)c1ccc([N+](=O)[O-])o1)NCc1ccc(F)cc1	6	-2	-11	2	4	-3	18	0	43*
5	O=C(Nc1ccc(Br)cc1)N1CCCC(O)C1 (stereo not drawn)	-20	3	11	-7	2	-12	-20	-3	5
6	O=C(NC1CCCCC1)C(c1ccncc1)N(Cc1ccccc1)C(=O)c1ccc(-c2ccccc2)[nH]1 (stereo not drawn)	-1	23	-13	3	-3	-1	-7	-6	-2
7	CN(CC(=O)Nc1cccc(F)c1)C(=O)c1ccc(C(=O)c2ccccc2)cc1	-22	2	1	-2	-8	-8	-18	-1	4
8	CSCC[C@@H](Nc1nc(-c2ccccc2)nc2c1oc1ccccc12)C(=O)O	13	-1	-4	7	-8	-6	-30	-1	-4
9	OC(COc1ccc(Br)cc1)CN1CCOCC1 (stereo not drawn)	-17	-2	-2	-8	-6	-5	-14	-4	16
10	CCOC(=O)c1ccc(CNC(=O)Cn2nnc(-c3ccccc3F)n2)o1	-7	-1	2	2	-7	-2	-1	-1	20
11	CCOC(=O)C1CCN(c2ncnc3c2nnn3Cc2ccccc2Cl)CC1	12	3	7	-1	5	7	4	-2	11
12	CSc1ccc(/C=N/NC(=O)c2ccc(C)c(C)c2)cc1	-28	-1	-4	-6	-1	-6	7	-2	-100

(list continues)
nr	SMILES	SENP6 block	SENP1 FRET inh	UBC13 inh	HKDC1 inhibitor	SENP7 block	SENP8 block-2	PfG6PD inh	MIN6 prolif	SENP8 block-1
13	S=c1[nH]nc(-c2cc(-c3ccco3)[nH]n2)n1-c1cccc2ccccc12	-12	1	-2	12	-3	3	13	2	11
14	CCOC(=O)C1CCCN(S(=O)(=O)c2ccc(-c3cc(C)no3)s2)C1 (stereo not drawn)	-2	0	-6	-3	10	-5	2	-3	11
15	O=S(=O)(Nc1cccnc1)c1ccccc1	-14	1	5	-11	-2	4	-4	-1	2
16	CCn1c(SCC(=O)Nc2cccnc2Cl)nnc1-c1ccccc1	x	3	x	-3	x	x	-1	x	11
17	Cc1ccc(NC(=O)COc2ccccc2C(=O)NCCc2ccccc2)cc1	5	0	2	-2	5	0	5	0	1
18	COc1ccc(N2CCN(C(=O)Nc3cccc(C(F)(F)F)c3)CC2)cc1	-15	1	10	1	-5	-6	7	-1	10
19	CCOc1ccc2oc(C(=O)N(Cc3nnc(-c4ccccc4Cl)o3)C3CC3)c(C)c2c1	-12	-9	3	0	6	7	7	-7	-83
20	CN1CCN(CC(=O)Nc2ccc(S(=O)(=O)N(C)C)cc2)CC1	-10	3	-6	-7	12	-2	8	0	12
21	COc1cccc(/C=C/C(=O)OCC(=O)N2CCCC2)c1OC	13	1	0	-5	-3	-17	4	-4	-185
22	Nc1sc(-c2ccccc2)n[n+]1Cc1cccc2cccnc12	-23	-1	9	-6	-2	-16	4	-6	-75
23	O=C1C=C(c2cc3ccccc3s2)C[C@@H](c2ccc(F)cc2)C1	-10	0	10	3	-2	7	1	-5	1
24	O=C(CN1C(=O)NC2(CCc3ccccc32)C1=O)c1ccc(Br)cc1 (stereo not drawn)	-6	0	2	1	-2	11	-14	-4	-3

Four entries from above, with each value named.
13. S=c1[nH]nc(-c2cc(-c3ccco3)[nH]n2)n1-c1cccc2ccccc12
  SENP6 block = -12
  SENP1 FRET inh = 1
  UBC13 inh = -2
  HKDC1 inhibitor = 12
  SENP7 block = -3
  SENP8 block-2 = 3
  PfG6PD inh = 13
  MIN6 prolif = 2
  SENP8 block-1 = 11
14. CCOC(=O)C1CCCN(S(=O)(=O)c2ccc(-c3cc(C)no3)s2)C1 (stereo not drawn)
  SENP6 block = -2
  SENP1 FRET inh = 0
  UBC13 inh = -6
  HKDC1 inhibitor = -3
  SENP7 block = 10
  SENP8 block-2 = -5
  PfG6PD inh = 2
  MIN6 prolif = -3
  SENP8 block-1 = 11
15. O=S(=O)(Nc1cccnc1)c1ccccc1
  SENP6 block = -14
  SENP1 FRET inh = 1
  UBC13 inh = 5
  HKDC1 inhibitor = -11
  SENP7 block = -2
  SENP8 block-2 = 4
  PfG6PD inh = -4
  MIN6 prolif = -1
  SENP8 block-1 = 2
16. CCn1c(SCC(=O)Nc2cccnc2Cl)nnc1-c1ccccc1
  SENP6 block = x
  SENP1 FRET inh = 3
  UBC13 inh = x
  HKDC1 inhibitor = -3
  SENP7 block = x
  SENP8 block-2 = x
  PfG6PD inh = -1
  MIN6 prolif = x
  SENP8 block-1 = 11

(cont.)
nr	SMILES	SENP6 block	SENP1 FRET inh	UBC13 inh	HKDC1 inhibitor	SENP7 block	SENP8 block-2	PfG6PD inh	MIN6 prolif	SENP8 block-1
25	COc1ccc(CCNC(=O)CCCOc2cc(=O)n(C)c3ccccc23)cc1OC	7	1	10	-13	6	-2	-4	3	5
26	CC(C(=O)c1ccccc1)[n+]1cccc(C(N)=O)c1 (stereo not drawn)	-12	-2	0	-2	-1	-6	-7	-1	14
27	CCOC(=O)c1ccc(NC(=O)COc2ccc(S(=O)(=O)N3CCCC3)cc2)cc1	20	1	-1	-7	5	4	5	-3	23
28	Cc1cc([N+](=O)[O-])c(N2CCC[C@@H]2C(=O)O)c([N+](=O)[O-])c1	-4	-1	-25	3	-1	-8	7	2	2
29	CC1(C(=O)N2CC3(CC(c4cccc([N+](=O)[O-])c4)=NO3)C[C@H]2C(=O)NCC(N)=O)CC1 (stereo partly drawn)	-18	4	-12	-2	-11	-11	10	-4	26
30	CCOC(=O)c1ccc(NCCOC)c([N+](=O)[O-])c1	-11	0	-1	-7	7	5	15	2	36
31	CCOc1ccccc1N1CCN(C(=O)c2ccccc2)CC1	-8	0	3	-2	7	0	1	0	18
32	CC(=O)NC1(C(F)(F)F)C(=O)Nc2c1c(=O)[nH]c(=O)n2Cc1ccco1 (stereo not drawn)	-5	-4	-8	-4	3	2	-4	1	10
33	O=C(NCCc1ccccc1O)c1cc2c(cc1[N+](=O)[O-])OCO2	x	0	x	0	x	x	3	x	25
34	O=C(CSc1nnc(-c2cnccn2)n1Cc1ccco1)c1ccc2ccccc2c1	6	-8	-10	4	1	2	13	-4	-8
35	Cc1cccc(-n2nnnc2SCc2csc(-c3ccccc3)n2)c1	-10	1	-1	4	-9	-8	25	-2	4
36	CCn1c(SCC(=O)Nc2nc(C)cs2)nnc1C(NC(=O)c1ccccc1Cl)C(C)C (stereo not drawn)	13	2	7	-5	7	5	4	-2	9

Sorted by molar mass (rising): some entries from above.
nr	SMILES	SENP6 block	SENP1 FRET inh	UBC13 inh	HKDC1 inhibitor	SENP7 block	SENP8 block-2	PfG6PD inh	MIN6 prolif	SENP8 block-1
31	CCOc1ccccc1N1CCN(C(=O)c2ccccc2)CC1	-8	0	3	-2	7	0	1	0	18
35	Cc1cccc(-n2nnnc2SCc2csc(-c3ccccc3)n2)c1	-10	1	-1	4	-9	-8	25	-2	4
32	CC(=O)NC1(C(F)(F)F)C(=O)Nc2c1c(=O)[nH]c(=O)n2Cc1ccco1 (stereo not drawn)	-5	-4	-8	-4	3	2	-4	1	10

(list continues)
nr	SMILES	SENP6 block	SENP1 FRET inh	UBC13 inh	HKDC1 inhibitor	SENP7 block	SENP8 block-2	PfG6PD inh	MIN6 prolif	SENP8 block-1
37	CCCn1cc(SCC(=O)Nc2ccc3c(c2)OCO3)c2ccccc21	7	4	4	2	-9	-10	6	-5	14
38	CCN(CC)S(=O)(=O)c1ccc2c(c1)c(=O)c(C(=O)NCc1ccc3c(c1)OCO3)cn2C	-4	x	10	x	-12	-6	x	0	x
39	Cc1ccc(NC(=S)NNC(=O)Nc2ccccc2)cc1	52*	0	-4	-6	47	29	16	1	13
40	CN(C)c1ccc(C(=O)OCC(=O)c2ccc[nH]2)cc1	19	-1	-3	2	18	8	-8	-2	5
41	Cc1ccccc1CSc1nc2ccccc2c(=O)n1C	-26	2	6	-4	6	-4	12	-5	17
42	CCOC(=O)/C(=N/Nc1ccc(Br)cc1)N1CC(C)OC(C)C1 (stereo not drawn)	x	-1	x	1	x	x	14	x	14
43	O=C(c1cccs1)N1CCN(c2ccc([N+](=O)[O-])cc2F)CC1	-7	-1	2	-6	1	-1	-7	-1	17
44	Nc1nnc(SCC(=O)N2CCN(Cc3ccccc3)CC2)s1	5	0	-8	-9	13	5	-5	-2	10
45	COc1ccc(OC)c(/C=C/c2[nH]c(=O)[nH]c(=O)c2[N+](=O)[O-])c1	11	1	-2	21	-1	-2	-37	-2	15
46	CCOc1ccc(CN(C)C(C)C(=O)Nc2ccc([N+](=O)[O-])cc2Cl)cc1OC (stereo not drawn)	-9	-1	-6	-3	7	-7	14	-4	19
47	Cc1ccc(NS(=O)(=O)c2cc(C(=O)N3CCN(C)CC3)ccc2C)cc1	3	2	5	-7	-2	3	-20	-3	10
48	CCOc1c(N2CCCCC2)c(=O)c1=O	-13	2	-6	-6	0	-5	-2	-3	15

(listing goes on)
nr	SMILES	SENP6 block	SENP1 FRET inh	UBC13 inh	HKDC1 inhibitor	SENP7 block	SENP8 block-2	PfG6PD inh	MIN6 prolif	SENP8 block-1
49	Nc1ncnc2c1ncn2[C@@H]1O[C@H](CNC(=O)[C@@H]2CCCN2S(=O)(=O)c2ccc(F)cc2)[C@@H](O)[C@H]1O	x	-2	x	18	11	x	-5	x	5
50	COc1ccc(N2CCN(C(=O)CNC(=O)c3ccc(C(C)(C)C)cc3)CC2)cc1	-20	6	12	-4	-2	-3	20	-3	29
51	S=c1[nH]nc(-c2cccc(Br)c2)o1	-2	1	26	-3	-6	-7	-7	-3	-330
52	COc1ccc(CCNC(=O)COc2cccc(-n3cnnn3)c2)cc1	-6	2	2	-1	0	5	-1	0	15
53	Cc1cc(OC(C)C(=O)NC(Cc2c[nH]c3ccc(O)cc23)C(=O)O)c2c(C)cc(=O)oc2c1 (stereo not drawn)	-2	3	5	10	3	-1	20	-2	4

Bioassay records deposited in PubChem BioAssay by Sanford-Burnham Center for Chemical Genomics.
